zVAD death inh: blocks zVAD induced death of L929 cells | actives 0.38% (n = 220,000) | L929 zVAD necroptosis rescue, ATP luminescence, 24 h; with zVAD 60 µM | AID 1377 | viability rescue, % at 10 µM;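 active means activation, scaled between plate controls, above about 75%, limit read from the data; inactive means activation under that limit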;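 further: 0% = zVAD with DMSO and 100% = DMSO alone without zVAD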
FXIIa inh: factor XIIa (human) inhibition | purified FXIIa, Boc-QGR-AMC fluorogenic substrate, 2 h | inhibition, % at 5 µM | actives 0.3% (n = 220,000); in the data active means inhibition above about 40%;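 further: 0% = enzyme with no compound and 100% = blank without enzyme; many of its hits are not listed in these tables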
KCC2 mod: modulators of human KCC2 chloride dependent transport. Q9H2X9. KCC2 cells, thallium flux FluoZin-2 fluorescence. B-score of Tl+ flux slope (higher = more flux/activation; lower = inhibition) at 10 µM. actives 2.2% (n = 190,000);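 active means thallium flux slope and its plate-corrected score both differing from the plate sample mean at a set confidence after two filtering rounds, in either direction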;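 further: slope of fluorescence scaled to starting intensity during 10 to 20 s after thallium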
hK5 inh: inhibitors of human kallikrein 5. actives 0.59% (n = 210,000). recombinant hK5, fluorogenic AMC substrate cleavage. inhibition, % at 5 µM;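 active means inhibition of 40% or more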;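 further: 0% = enzyme controls without compound and 100% = no-enzyme blanks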
FXIa inh: factor XIa (human) inhibition; purified FXIa, Boc-Glu-Ala-Arg-AMC fluorogenic substrate; P03951; actives 0.14% (n = 220,000); inhibition, % at 5 µM;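 active means inhibition of at least 40%; inactive means inhibition below 40%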;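 further: fluorescence of freed AMC excited at 355 nm; 0% = enzyme without compound and 100% = no enzyme blank; many of its hits are not listed in these tables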
Target sequence (P03951 19-387 limits assumed): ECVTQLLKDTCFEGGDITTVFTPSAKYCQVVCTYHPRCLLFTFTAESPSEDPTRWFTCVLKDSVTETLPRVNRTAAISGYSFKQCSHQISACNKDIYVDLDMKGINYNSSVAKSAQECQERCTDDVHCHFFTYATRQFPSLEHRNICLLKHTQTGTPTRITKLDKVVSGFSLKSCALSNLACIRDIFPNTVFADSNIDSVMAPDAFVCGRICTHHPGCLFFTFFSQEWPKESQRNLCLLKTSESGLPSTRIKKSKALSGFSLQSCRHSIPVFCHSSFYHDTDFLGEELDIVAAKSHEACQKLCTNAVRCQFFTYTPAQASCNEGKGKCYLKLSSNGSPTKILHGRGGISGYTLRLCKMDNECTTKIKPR
Target sequence (P03951 388-625 limits assumed): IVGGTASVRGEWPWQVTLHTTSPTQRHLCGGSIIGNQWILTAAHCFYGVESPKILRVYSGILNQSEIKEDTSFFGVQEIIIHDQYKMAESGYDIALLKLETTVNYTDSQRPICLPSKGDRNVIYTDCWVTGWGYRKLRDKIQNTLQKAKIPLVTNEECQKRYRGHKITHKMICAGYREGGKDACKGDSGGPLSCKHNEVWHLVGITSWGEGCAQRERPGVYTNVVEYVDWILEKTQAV
Rad51 HR inh: Rad51 (human) homologous recombination inhibition; hRad51 DNA strand exchange, fluorescence dequenching; AID 1385; inhibition, % at 10 µM; actives 0.085% (n = 200,000); Q06609;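 active means inhibition above 40% at the single screening dose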;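 further: 0% = DMSO control wells and 100% = blanks with heterologous ssDNA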
Target sequence (Q06609 whole entry, looked up): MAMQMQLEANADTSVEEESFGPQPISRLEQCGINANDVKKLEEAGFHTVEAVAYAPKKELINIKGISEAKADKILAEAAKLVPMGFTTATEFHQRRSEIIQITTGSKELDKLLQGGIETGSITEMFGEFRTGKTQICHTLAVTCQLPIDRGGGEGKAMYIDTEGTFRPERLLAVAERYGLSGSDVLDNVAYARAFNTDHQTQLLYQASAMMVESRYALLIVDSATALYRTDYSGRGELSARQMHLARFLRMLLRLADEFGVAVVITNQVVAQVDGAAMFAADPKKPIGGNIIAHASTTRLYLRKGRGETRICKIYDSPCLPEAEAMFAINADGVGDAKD
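Material: Human Rad51 nucleoprotein filaments preassembled on unlabelled ssDNA | Also added: Labelled 47-mer dsDNA for strand exchange | Dosing: Single dose, 10 µM final compound | Schedule: 30-min compound preincubation and 15-min exchange, both room temperature | Technique: Fluorescence dequenching at 485/520 nm | Measure: Percent inhibition relative to plate controls and blanks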
TNF necrop inh: blocks TNF-alpha induced death of Jurkat FADD-/- cells; Jurkat FADD-/- TNF necroptosis rescue, ATP luminescence, 24 h; 0 = TNF only, 100 = no-TNF cells; activation (protection from cell death), % at 10 µM; actives 0.068% (n = 220,000); AID 463075;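 active means activation, meaning protection from cell death, of at least 50% relative to plate controls; inactive means activation below 50%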;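 further: necroptosis triggered by 40 ng/mL TNF-alpha added together with compound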
thrombin 1536: inhibitors of human thrombin; P00734; alpha-thrombin, Boc-VPR-AMC fluorogenic substrate cleavage; inhibition, % at 5 µM; actives 0.26% (n = 220,000);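 active means inhibition at or above 40%; inactive means inhibition below 40%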;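 further: 0% = enzyme with no compound and 100% = wells without enzyme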
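System: Human alpha-thrombin protein | Medium: pH 7.5 Tris (50 mM) with NaCl 150 mM, Tween 20 0.05% | Times: Enzyme reaction carried out at room temperature | Detection: AMC fluorescence, 355/460 nm | Evaluation: Percent inhibition scaled between no-compound controls and no-enzyme blanks | Benchmarks: Enzyme without compound as high, wells lacking enzyme as low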
Hck Nef HTS: inhibitors of human Hck kinase activated by Nef | Recombinant Hck-YEEI plus Nef, Z-Lyte FRET kinase assay | AID 463187 | inhibition, % at 20 µM | actives 0.68% (n = 220,000);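 active means Hck-Nef kinase inhibition above about 50%, limit read from the data; inactive means inhibition below that limit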;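 further: 0% = DMSO with Hck plus Nef and 100% = Hck alone without Nef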
Active calls of the source: *; x = not tested or not shown. A portion of the library; count on the stated rates, not on these rows.

SMILES | zVAD death inh | FXIIa inh | KCC2 mod | hK5 inh | FXIa inh | Rad51 HR inh | TNF necrop inh | thrombin 1536 | Hck Nef HTS
CCCCCCn1c(COc2ccccc2F)nnc1SCC(=O)c1c(N)n(C)c(=O)n(C)c1=O | 10 | 8 | -0.0023 | -4 | -4 | -6 | 0.7 | -3 | 25
Cc1cc(C(=O)COC(=O)c2ccc([N+](=O)[O-])o2)c(C)n1CC1CCCO1 (stereo not drawn) | 0.3 | 0 | -0.79 | -1 | -5 | -30 | -1.9 | -4 | 27
COC(=O)c1c(NC(=O)c2c(-c3ccccc3Cl)noc2C)sc2c1CCC2 | -0.1 | 41* | 0.25 | -24 | -13 | x | -0.5 | 2 | -1
Cc1ccc(S(=O)(=O)NCCSc2nnc(N)s2)cc1 | 0.3 | -21 | -0.7 | -23 | -10 | x | 2.7 | -6 | 5
COc1cc(C2Sc3ccccc3NC3=C2C(=O)OC3)cc(OC)c1OC (stereo not drawn) | -0.9 | 8 | -0.41 | -14 | -2 | 2 | -7.8 | -3 | 6
COc1ccc(C(=O)N/C(=C\c2cccc([N+](=O)[O-])c2)C(=O)Nc2cccc(C(=O)O)c2)cc1 | 0.2 | 8 | 0.15 | -1 | 0 | 7 | 0.2 | 1 | -1
COCCCNC(=O)c1ccc([N+](=O)[O-])cc1 | 2.3 | 12 | 0.21 | -2 | -6 | 5 | 0.6 | -26 | 15
CCN(CCO)C(=S)Nc1cc(S(=O)(=O)N(C)C)ccc1C | 1.6 | 7 | 0.47 | 3 | 2 | -3 | -0.4 | -3 | 1
CCCCOc1ccc(C2NC(=O)NC(C)=C2C(C)=O)cc1OCC (stereo not drawn) | -0.7 | 5 | -0.018 | -3 | -1 | 18 | -1.7 | -6 | -1
Cc1cc(C)c2c(n1)nn1c(NCCCN(C)C)cc(C)nc21 | 0.3 | -26 | -0.93 | -17 | -22 | 0 | -0.5 | -3 | 33
CCN(C(=O)CSc1nnc2nc(C)cc(C)n12)c1ccccc1 | 2.2 | 5 | 0.12 | -3 | -7 | 16 | 0.2 | -5 | 20
CC(C)[C@@H](C(=O)OCC(=O)Nc1ccc2c(c1)OCO2)N1C(=O)c2ccccc2C1=O | -0.1 | -9 | -0.19 | 8 | -11 | 3 | -2.8 | -3 | -16
COc1cc(C2c3c([nH]c(=O)[nH]c3=O)Nc3ccc4ccccc4c32)cc(OC)c1OC (stereo not drawn) | 0.4 | 9 | -0.73 | 8 | 0 | 25 | 0.4 | -11 | 21
O=C1COc2ccc(C(=O)c3ccccc3)cc2CN1 | -0.6 | 18 | 2 | -9 | 0 | 6 | -1.9 | -7 | -3
O=C(COC(=O)C1CC(=O)N(Cc2ccccc2)C1)c1ccc(F)cc1 (stereo not drawn) | 3.2 | 11 | -2.5 | 0 | -7 | -9 | -0.4 | -15 | 16
c1csc(-c2cnc3n2CCCC3)c1 | 3.1 | x | x | x | x | -3 | 0.2 | x | 0
CC(C)NC(=O)C1CCN(C(=O)N(C)C)CC1 | 2.1 | 5 | 1.3 | -17 | -2 | 4 | 0.2 | -6 | -5
COc1ccc(/C=C2\SC(=O)N(CCNC(=O)Cc3coc4cc(C)ccc34)C2=O)cc1OC | -0.3 | 7 | -2.4 | -7 | 7 | 4 | -0.7 | 3 | 5
COc1ccccc1NC(=S)N(CCN1CCCCCC1)Cc1cccs1 | -0.7 | 9 | 0.54 | -2 | 0 | -8 | -0.2 | 2 | 0
CC(=O)c1c(N2CCN(C)CC2)[nH]c(-c2ccccc2)nc1=S | 0.0 | 3 | 2.6 | -4 | -8 | -8 | -0.2 | -4 | 3
CCOC(=O)c1sc(N)c(C(=O)OCC)c1COC(=O)C1CC(=O)N(Cc2ccco2)C1 (stereo not drawn) | -1.9 | 6 | -1.5 | -14 | -6 | -7 | 0.7 | -15 | -1
CCn1c(Cc2ccccc2)nnc1SCC(=O)Nc1nc(C)cs1 | 0.4 | 6 | -0.11 | -9 | -1 | 2 | 1.2 | -7 | 11
O=C(c1cc(S(=O)(=O)N2CCOCC2)c(Cl)cc1Cl)N1CCCCC1CO (stereo not drawn) | 0.1 | 9 | 1.1 | 2 | 2 | -3 | -0.1 | 3 | 17
COc1ccccc1N1CCN(CC(=O)Nc2ccc(Cl)c(C(F)(F)F)c2)CC1 | 0.5 | 18 | -0.064 | -11 | 6 | 0 | -2.5 | 1 | -2
O=C1CNC(=O)N1CC(O)Cn1c2ccccc2c2ccccc21 (stereo not drawn) | 0.3 | x | -0.09 | 1 | -1 | -2 | -0.1 | -3 | 3
Cc1ccc(C)c2[nH]c(=O)c(CN(CCN3CCCC3)C(=O)Nc3ccc(F)cc3)cc12 | 1.0 | 20 | x | -9 | -2 | -3 | 4.8 | -5 | 2
O=C1Nc2cc(Cl)ccc2C1(N1CCNCC1)C(F)(F)F (stereo not drawn) | 0.6 | 19 | 0.0082 | 1 | 23 | -33 | 4.9 | -2 | 3
Cc1c(C#N)c2ncnc(-c3ccccc3)c2n1-c1ccccc1 | -0.2 | -10 | -0.022 | 9 | -12 | 3 | -1.8 | -2 | 0
CCOCCOCCC(C(=O)O)P(=O)(c1ccccc1)c1ccccc1 (stereo not drawn) | 1.2 | 18 | x | -2 | -8 | 1 | 0.8 | 2 | 2
CCOC(=O)N1CCN(C(=O)Cn2c(=O)sc3ccccc32)CC1 | -0.3 | 8 | -0.33 | 12 | -6 | -1 | 0.8 | -3 | -1
CN(CC(=O)Nc1nccs1)S(=O)(=O)c1ccc(F)cc1 | -0.1 | 19 | -0.28 | 10 | 6 | -2 | -1.1 | 3 | 1
CC(=O)c1ccc(OCC(O)CN(C)Cc2cccs2)cc1 (stereo not drawn) | 0.7 | -6 | x | -12 | -5 | -7 | 0.1 | -2 | 0
Cc1cc(C)c2c(N)c(S(=O)(=O)Cc3ccccc3)sc2n1 | 0.0 | 15 | -1.2 | -20 | 9 | x | 0.6 | 8 | -20
COC(=O)c1ccccc1NC(=O)c1cc2n(n1)C(C(F)F)CC(C(F)F)N2 (stereo not drawn) | 0.1 | 8 | 2 | 4 | -4 | 10 | -0.1 | -6 | 1
c1cn2cc(-c3ccc4c(c3)OCO4)nc2s1 | 3.6 | 6 | -0.29 | -3 | -2 | 3 | -0.6 | -8 | 1
O=C(NCCc1ccccn1)C1CCN(S(=O)(=O)c2ccc3ccccc3c2)CC1 | -1.0 | 4 | -1.6 | -5 | 4 | 0 | -0.3 | x | 13
COc1ccc(C2=NOC(C(=O)NCCCn3ccnc3)C2)cc1 (stereo not drawn) | -0.1 | 9 | 0.064 | 1 | 4 | 2 | 0.2 | 5 | 1
COCCn1c(CN2CCN(c3ccccc3)CC2)nc2c1c(=O)n(C)c(=O)n2C | 0.3 | x | 0.36 | x | x | -6 | -4.2 | x | 10
COc1ccc(C(=O)CSc2nnc(CNc3ccc(F)cc3)o2)cc1 | 6.0 | 4 | -0.27 | 1 | -5 | -11 | 1.0 | 20 | 21
COc1cc(OC)c(NC(=O)CS(=O)(=O)Cc2nc(-c3ccc(C)cc3)oc2C)cc1Cl | 0.9 | 9 | x | -2 | -4 | -3 | -2.7 | -5 | 1
CCOc1cc(C2C3=C(CC(C)(C)CC3=O)OC3=C2C(=O)CC(C)(C)C3)cc([N+](=O)[O-])c1O | -0.1 | x | -0.27 | -2 | -7 | 4 | -2.2 | -3 | 3
Cc1cc2cc(CNC(=O)NC3CCCCC3)ccc2n1C | 2.6 | 8 | x | -24 | -3 | -4 | -0.7 | -8 | 0
O=C(c1ccccc1)c1cncc(Br)c1 | 0.0 | 11 | -0.57 | 5 | -1 | -5 | -0.5 | -3 | 12
CC(C)Sc1nc2ccc(Br)cc2[nH]1 | 49 | 10 | -1.9 | 1 | 4 | 5 | 19 | -5 | 17
COc1ccc2ccccc2c1C(O)c1nccn1C (stereo not drawn) | 0.5 | -2 | -1.1 | -1 | -3 | 3 | 0.9 | -16 | 1
CC(=O)N1CCC(N(C(=O)Nc2ccc(C)c(C)c2)C2CCCC2)CC1 | 0.8 | -3 | -0.024 | -5 | -7 | 4 | -1.4 | -3 | 2
Cc1cc(OCCCn2ccnc2)cc(C)c1Cl | 0.8 | 10 | -0.34 | -23 | -7 | 7 | 3.9 | 3 | 2
CCN(CC)S(=O)(=O)c1cccc(-c2nnc(SCC(=O)c3cc(C)n(C)c3C)o2)c1 | -0.4 | -3 | x | -12 | -14 | 3 | -3.4 | -9 | 1
Cc1cc(N/N=C/c2ccccc2)nc(NCc2ccccc2)n1 | 7.1 | 13 | -0.14 | -3 | 7 | 8 | 4.5 | -1 | -1
O=C(/C(=C\c1ccccc1)c1nc2ccccc2[nH]1)c1ccc(Cl)cc1 | 3.4 | 1 | 1.2 | -15 | -3 | -2 | -7.5 | -16 | 3
CC(OC(=O)c1cccs1)C(=O)NCc1cccs1 (stereo not drawn) | -0.3 | -8 | 0.87 | 5 | 6 | -14 | -3.2 | 8 | 1
O=c1oc2c(CN3CCOCC3)c(O)c(Cl)cc2c2c1CCC2 | 0.0 | -72 | 0.37 | -183 | -79 | 23 | 0.4 | -44 | 158*

Single records, as listed above. Order of screens: zVAD death inh, FXIIa inh, KCC2 mod, hK5 inh, FXIa inh, Rad51 HR inh, TNF necrop inh, thrombin 1536, Hck Nef HTS
CC(=O)N1CCC(N(C(=O)Nc2ccc(C)c(C)c2)C2CCCC2)CC1 is listed with 0.8, -3, -0.024, -5, -7, 4, -1.4, -3, 2
CC(OC(=O)c1cccs1)C(=O)NCc1cccs1 (stereo not drawn) is listed with -0.3, -8, 0.87, 5, 6, -14, -3.2, 8, 1

Among those listed so far, 7 contain an aryl thioether with sulfur outside any ring.
SMILES | zVAD death inh | FXIIa inh | KCC2 mod | hK5 inh | FXIa inh | Rad51 HR inh | TNF necrop inh | thrombin 1536 | Hck Nef HTS
CCCCCCn1c(COc2ccccc2F)nnc1SCC(=O)c1c(N)n(C)c(=O)n(C)c1=O | 10 | 8 | -0.0023 | -4 | -4 | -6 | 0.7 | -3 | 25
Cc1ccc(S(=O)(=O)NCCSc2nnc(N)s2)cc1 | 0.3 | -21 | -0.7 | -23 | -10 | x | 2.7 | -6 | 5
CCN(C(=O)CSc1nnc2nc(C)cc(C)n12)c1ccccc1 | 2.2 | 5 | 0.12 | -3 | -7 | 16 | 0.2 | -5 | 20
CCn1c(Cc2ccccc2)nnc1SCC(=O)Nc1nc(C)cs1 | 0.4 | 6 | -0.11 | -9 | -1 | 2 | 1.2 | -7 | 11
COc1ccc(C(=O)CSc2nnc(CNc3ccc(F)cc3)o2)cc1 | 6.0 | 4 | -0.27 | 1 | -5 | -11 | 1.0 | 20 | 21
CC(C)Sc1nc2ccc(Br)cc2[nH]1 | 49 | 10 | -1.9 | 1 | 4 | 5 | 19 | -5 | 17
CCN(CC)S(=O)(=O)c1cccc(-c2nnc(SCC(=O)c3cc(C)n(C)c3C)o2)c1 | -0.4 | -3 | x | -12 | -14 | 3 | -3.4 | -9 | 1

Assay outcomes: PubChem BioAssay, several laboratories
